PPARg SRC1 recr: agonists of human PPARgamma SRC-1 coactivator recruitment; activation, % at 8 µM; 200,000 compounds, 0.41% hits; P37231; PPARgamma-SRC-1 coactivator recruitment biochemical assay; in the data active = activation above about 19%;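 also: 0% = DMSO and 100% = reference agonist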
Target sequence (P37231 whole entry, looked up): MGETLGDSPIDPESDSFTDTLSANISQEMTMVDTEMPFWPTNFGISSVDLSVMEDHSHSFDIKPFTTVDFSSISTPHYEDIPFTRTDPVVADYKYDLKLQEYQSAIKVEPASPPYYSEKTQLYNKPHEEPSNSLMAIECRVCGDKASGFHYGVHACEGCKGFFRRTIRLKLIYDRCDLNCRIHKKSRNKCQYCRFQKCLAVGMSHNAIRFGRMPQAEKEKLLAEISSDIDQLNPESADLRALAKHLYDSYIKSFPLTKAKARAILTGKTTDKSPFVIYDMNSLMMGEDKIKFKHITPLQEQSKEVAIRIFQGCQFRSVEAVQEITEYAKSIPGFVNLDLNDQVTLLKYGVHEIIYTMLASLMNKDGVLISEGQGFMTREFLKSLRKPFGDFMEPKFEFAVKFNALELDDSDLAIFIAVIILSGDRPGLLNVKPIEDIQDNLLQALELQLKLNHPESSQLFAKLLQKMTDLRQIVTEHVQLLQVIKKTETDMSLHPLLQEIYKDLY
PPARg SRC3 recr: promotes SRC-3 coactivator recruitment by human PPARgamma. P37231. biochemical PPARgamma/SRC-3 coactivator recruitment assay. activation, % at 8 µM. 200,000 compounds, 0.26% hits. AID 731; in the data active = activation above about 23%;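 also: 0% = DMSO and 100% = reference agonist; some compounds past the cut are filed as inactive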
STAT3 act: activators of IL-6 induced STAT3 signaling | U3A cells, IL-6 STAT3-luciferase reporter, luminescence; 100% = signal with IL-6 EC80 alone | activation (% of control), % at 5.6 µM | 190,000 compounds, 0.91% hits | AID 871;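 active = activation above the screen-wide mean of compound activation plus 3 SD, cut at about 130% in these data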;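 also: 0% = background luminescence of wells with medium and substrate only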
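Material: human STAT1-deficient U3A cells with stable STAT3-luciferase reporter / Probe or stimulus: IL-6 stimulus at 33 ng/mL final / Schedule: 1 h compound pre-exposure, 6 h IL-6 stimulation, 37 °C / Technique: luminescence / Read-out basis: percent of IL-6-only median luminescence / Control set: IL-6-only high control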
TNAP act hiacc: TNAP (human) activation, high acceptor; purified TNAP, CDP-star luminescence, 1 M DEA, 30 min; active compounds read high; 0 = EDTA background, 1 = DMSO-only activity; activation factor at 20 µM; 200,000 tested, under 10 active; AID 1136;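 active = activation factor at least 2 at 20 µM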
Target sequence (P05186 whole entry, looked up): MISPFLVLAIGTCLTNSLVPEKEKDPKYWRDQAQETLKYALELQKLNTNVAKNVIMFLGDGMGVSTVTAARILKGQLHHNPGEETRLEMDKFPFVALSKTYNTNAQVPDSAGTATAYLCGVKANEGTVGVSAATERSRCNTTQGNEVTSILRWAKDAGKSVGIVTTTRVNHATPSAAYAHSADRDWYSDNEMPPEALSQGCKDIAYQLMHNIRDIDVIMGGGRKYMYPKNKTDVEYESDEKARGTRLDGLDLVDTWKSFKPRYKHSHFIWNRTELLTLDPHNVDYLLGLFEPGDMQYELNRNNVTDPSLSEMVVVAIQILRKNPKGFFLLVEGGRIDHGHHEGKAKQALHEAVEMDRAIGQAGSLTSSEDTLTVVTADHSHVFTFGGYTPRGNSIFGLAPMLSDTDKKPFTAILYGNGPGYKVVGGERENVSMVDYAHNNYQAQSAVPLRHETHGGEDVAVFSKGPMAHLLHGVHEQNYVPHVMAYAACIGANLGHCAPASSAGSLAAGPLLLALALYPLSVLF
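Control set: EDTA negative control, DMSO positive control / Assay system: human TNAP / Quantity: TNAP 1/800 final / Evaluation: TNAP activation factor scaled between EDTA and DMSO control wells / Measured by: luminescent substrate turnover signal / Compound dosing: one dose, 20 µM / Times: 30 min enzyme reaction at room temperature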
bIAP inhibitor: blocks bovine intestinal alkaline phosphatase activity. purified bovine IAP, CDP-star luminescence, 30 min. inhibition, % at 20 µM. 190,000 tested, under 10 active;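 active = over 50% inhibition of intestinal alkaline phosphatase at 20 µM in the single-dose screen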
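Incubation: 30 min reaction at room temperature / Material: purified bovine intestinal alkaline phosphatase (IAP) enzyme / Input: enzyme at 1/65,000,000 dilution / Dosing: 20 µM single dose / Signal: CDP-star luminescence signal / Reagent: CDP-star chemiluminescent phosphatase substrate, 30 µM final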
PPARg SRC2 recr: promotes SRC-2 coactivator recruitment by human PPARgamma | activation, % at 8 µM | PPARgamma LBD-SRC-2 recruitment, biochemical | P37231 | AID 1032 | 200,000 compounds, 0.34% hits; in the data active = activation above about 22%;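 also: 0% = vehicle and 100% = reference agonist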
STAT1 inh: STAT1 signaling inhibition. NIH 3T3 STAT1-luciferase reporter, IFN-gamma, luminescence. inhibition, % at 5.5 µM. 200,000 compounds, 0.35% hits;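 active = inhibition above a set limit, the mean inhibition across all tested compounds plus 3 SD, cut at about 34% in these data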;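 also: 0% = IFN-gamma with DMSO and 100% = IFN-gamma with 300 µM nifuroxazide; values of inactives mirror those of a sister screen read the other way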
bIAP activator: increases bovine intestinal alkaline phosphatase activity. purified bovine IAP, CDP-star luminescence, 30 min; active compounds read high; fold of DMSO-control signal, blank-subtracted. activation factor at 20 µM. 200,000 compounds, 0.17% hits. AID 1016;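 active = activation factor of 2 or more at 20 µM, a signal rise over negative controls twice the positive control's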
STAT3 inh: inhibitors of IL-6 induced STAT3 signaling; U3A cells, IL-6 STAT3-luciferase reporter, luminescence; host cell line lacks STAT1; inhibition, % at 5.5 µM; 190,000 compounds, 0.89% hits; AID 862;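 active = inhibition above the mean inhibition across all screened compounds plus 3 SD, cut at about 44% in these data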;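 also: 0% = DMSO only wells and 100% = 100 µM nifuroxazide control wells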
SRC2 TRFRET art: flags TR-FRET format artefacts in PPARgamma SRC-2 recruitment agonist screen; TR-FRET artefact counter-screen; active compounds read high; TR-FRET ratio at 8 µM; 200,000 compounds, 0.4% hits; in the data active = TR-FRET ratio above about 2000; also: inactives centre near 1500
ROMK mod: modulators of human ROMK potassium channel; AID 1918; B-score at 10 µM; P48048; Tet-inducible ROMK, thallium flux fluorescence; actives lie on both sides; 130,000 compounds, 2% hits;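 active = signal ratio slope over the read window, or its plate-corrected B-score, at least 3 SD from the plate mean, either direction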;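 also: B-score of the F/F0 ratio slope over 7 to 12 s after thallium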
* marks the source's active call; other numbers are inactive results; · = not tested or not shown.

Values in the order – PPARg SRC2 recr, STAT1 inh, PPARg SRC1 recr, SRC2 TRFRET art, STAT3 inh, bIAP inhibitor, TNAP act hiacc, STAT3 act, ROMK mod, PPARg SRC3 recr, bIAP activator
1	CCOC(=O)c1cc(-c2ccccc2)sc1NC(=O)CCN1C(=O)c2ccccc2C1=O
    -2, 8, 5, 1426, 24, 24, 1, 82, ·, 0, 0.8
2	Cc1cccc(NC(=O)Cn2c(=O)n3nc(CCn4nc(C)cc4C)nc3c3ccccc32)c1
    2, -1, 6, 1661, 9, 2, 1, 97, 0.4, -5, 1
3	CCN(CC)CCN(Cc1cc2ccc(C)cc2[nH]c1=O)C(=O)NC1CCCCC1
    8, 0, 0, 1536, 5, -10, 1.1, 100, -0.33, 3, 1.1
4	Cc1ccnc(NS(=O)(=O)c2cnc(Cl)c(Br)c2)c1
    -9, -3, -6, 1495, -13, 15, 1.1, 111, ·, -2, 0.8
5	COc1cc(S(=O)(=O)N2CCN(C)CC2)c(OC)cc1Cl
    6, 4, 4, 1624, 4, 2, 1, 102, 0.41, 4, 1
6	CC(Oc1ccc(Cl)cc1Cl)C(=O)NCc1ccncc1 (centres undefined)
    2, -1, 1, 1298, -5, -11, 1, 111, ·, -1, 1.1
7	C(#Cc1ccccc1)CN1CCCCC1
    11, 4, 1, 1584, 2, 1, 1, 101, 0.58, 6, 1
8	Cn1nc(-c2ccc3c(c2)OCCO3)c2ccccc2c1=O
    2, 26, 10, 1596, 19, -10, 1.1, 90, 0.037, 7, 1.1
9	O=C(c1ccc(F)cc1)N1CCN(C(=O)c2cccnc2)CC1
    2, -15, -2, 1379, -1, -3, 1, 99, -0.73, -5, 1
10	CCCS(=O)(=O)N1CCC(C(=O)NCCCN2CCCC2=O)CC1
    7, -6, 11, 1655, -3, 13, 1, 105, ·, -4, 0.9
11	CCOC(=O)c1c(C)n(C)c2cc(-c3ccc(C)cc3)c(O)cc12
    -2, -12, 2, 1548, 13, -17, 1.1, 91, ·, 0, 1.2
12	COc1ccccc1CNC(=O)C(NS(=O)(=O)c1ccc2c(c1)oc(=O)n2C)C(C)C (centres undefined)
    -7, -2, -1, 1437, 6, 3, 1, 103, ·, 1, 1
13	COc1ccc(C(=O)NCC(=O)NCC(=O)OCC(=O)C(C)(C)C)cc1
    10, 3, -1, 1608, -7, 41, 1, 104, 0.032, 5, 0.6
14	CCOC(=O)c1nnn(CC(=O)N2N=C(c3cccc4ccccc34)CC2c2ccccc2)c1C(=O)OCC (centres undefined)
    7, -7, -1, 1353, -7, -11, 1, 108, -0.19, 19, 1.1
15	CSc1nc2cc3c(cc2n1C(=O)c1ccc(C)cc1)OCCO3
    -5, -10, 4, 1419, 4, 10, 1.1, 103, -0.93, 9, 0.9
16	COc1ccccc1CNc1nc(-c2cc(C)n(C)c2C)cs1
    16, -2, 7, 1668, -1, 2, 1, 104, 0.022, 6, 1
17	Cc1occc1C(=O)Nc1sc2c(c1C(N)=O)CCCCC2
    -1, -6, -3, 1467, 8, 10, 1, 94, -0.12, 0, 0.9
18	Nc1c(C(=O)Nc2cccc(F)c2)nnn1-c1cccc(C(F)(F)F)c1
    -4, -24, -6, 1440, 8, 29, 1, 98, 0.7, -1, 0.7
19	COc1cc(C(=O)O)c2ccccc2n1
    5, -7, -15, 1441, 5, 11, 1, 99, -0.26, 3, 0.9
20	COc1ccc2nc(N3C(=O)CC(Cc4ccc(Cl)cc4)C3=O)sc2c1 (centres undefined)
    13, 3, 3, 1601, 10, -3, 1, 97, ·, 9, 1
21	COc1ccc(C2CC(=O)c3cnc(NC(=O)c4ccccc4)nc3C2)c(OC)c1 (centres undefined)
    5, 5, 9, 1476, 6, 6, 1.1, 98, ·, -8, 0.9
22	CN(C)C(=O)c1sccc1Oc1ccc(F)cc1[N+](=O)[O-]
    -1, -4, -5, 1599, 0, -5, 1, 105, -0.44, 4, 1
23	Cc1cccc(C(=O)/C=C2/c3ccccc3CC(C)(C)N2C)c1
    -5, 7, 4, 1653, 2, 9, 1, 103, ·, 4, 0.9
24	O=c1c2ccccc2cnn1-c1ccc(Cl)cc1
    8, -72, 5, 1573, -3, 4, 1, 106, ·, 4, 1
25	CCn1c(=O)n(CC(=O)NCc2ccco2)c(=O)c2ccccc21
    -6, -3, 3, 1499, 4, 10, 1, 99, -0.035, 0, 0.9
26	Cc1ccc(NC(=O)NNC(=O)c2ccccc2)cc1
    6, -6, 4, 1589, 1, -22, 1.1, 102, 1.1, 0, 1.2
27	Cc1ccc(N2CCN(S(=O)(=O)N3CCCCCC3)CC2)cc1Cl
    -6, -3, 2, 1276, -7, 10, 1.1, 103, 0.88, 6, 0.9
28	CC(=O)c1ccccc1OC(=O)CCN1C(=O)c2ccccc2C1=O
    0, 2, -3, 1523, -4, -31, 1, 108, -0.93, 5, 1.3
29	Cc1ccccc1OCC(=O)Nc1ccccc1N1CCC(C)CC1
    2, 3, 3, 1634, 9, 36, 1, 96, ·, -1, 0.6
30	CC(=O)Nc1ccc(NC(=O)CSc2nc(C)nc3sc(C)c(C)c23)cc1
    9, -14, 6, 1624, 2, -13, 1, 100, -0.13, 6, 1.1

Next part.
Values in the order – PPARg SRC2 recr, STAT1 inh, PPARg SRC1 recr, SRC2 TRFRET art, STAT3 inh, bIAP inhibitor, TNAP act hiacc, STAT3 act, ROMK mod, PPARg SRC3 recr, bIAP activator
31	CCOC(=O)c1c(NC(=O)CSc2nc3ccccc3c(=O)n2-c2ccc(F)cc2)sc(C(C)=O)c1C
    -2, 0, -9, 1409, 4, 28, 1, 95, 0.066, -5, 0.7
32	CO/N=C/NC(=O)NOCc1ccc(Cl)cc1Cl
    6, 8, 2, 1580, 3, 8, 1, 99, -0.22, 7, 0.9
33	COc1cc(OC)c(C2C(C(=O)Nc3ccc(C)cc3C)=C(C)Nc3ncnn32)cc1OC (centres undefined)
    -5, -1, -5, 1472, 9, -1, 1, 95, 0.64, -3, 1
34	Cc1ccc(CNC(=O)Cn2c(=O)oc3ccccc32)o1
    -5, 14, -6, 1463, -2, 6, 1.1, 106, ·, -19, 0.9
35	CCCCCn1nc(C(=O)OCC(=O)c2c(N)n(C)c(=O)n(C)c2=O)c2ccccc2c1=O
    -4, 0, 2, 1403, 4, 0, 1, 98, 0.31, -1, 1
36	CC(C)(C)NC(=O)C(c1cccs1)N(C(=O)c1csnn1)c1cccc(F)c1 (centres undefined)
    -6, 1, 0, 1593, 0, -10, 1.1, 105, 0.39, -4, 1.1
37	COc1ccc(C(=O)NCc2nnc(SCC(=O)Nc3ccccc3F)o2)cc1
    -1, -7, 0, 1306, 3, -4, 1, 103, 0.53, -4, 1
38	Clc1ncc(CN2CCN(c3ccccc3)CC2)s1
    -3, 2, 1, 1570, 4, 8, 1, 106, 0.86, -2, 0.9
39	CCCCN(C)C(=O)c1cn(CC)c2ccc(S(=O)(=O)N(C)C)cc2c1=O
    2, -5, -2, 1512, 12, 4, 1, 98, ·, -8, 1
40	COc1ccc(S(=O)(=O)Nc2c(C)ccc3nsnc23)cc1OC
    2, 3, -5, 1738, 10, 9, 1, 95, -1.7, 4, 0.9
41	Cc1cc(C)n2nc(C(=O)Nc3ccc4c(c3)OCO4)nc2n1
    4, -14, -4, 1398, 1, 6, 1, 100, ·, 0, 0.9
42	COc1ccc(OCC(=O)NNC(=O)C(=O)Nc2ccc(C)cc2)cc1
    2, 3, 2, 1601, -4, -3, 1.1, 101, 0.00081, -2, 1
43	Cc1ccc2occ(C(c3nnnn3C3CCCC3)N3CCN(C(=O)c4ccco4)CC3)c(=O)c2c1 (centres undefined)
    -7, 5, 4, 1599, -7, 2, 1.1, 110, ·, 3, 1
44	Cc1ccc(NC(=O)CN(C)C(=O)COc2cccc3cccnc23)cc1
    3, -1, 1, 1691, -9, -2, 0.9, 108, 0.36, 0, 1
45	CCOc1cc(C(=O)NC(=S)Nn2cnnc2)cc(OCC)c1OCC
    6, 5, 0, 1615, 2, 20, 1, 99, ·, 1, 0.8
46	Cc1cccc(C(=O)OCc2cnc(Cl)s2)c1
    8, -3, 11, 1719, 20, 16, 1, 91, ·, 10, 0.8
47	CCOC(=O)C1CCCN(c2nc3ccccc3nc2C(C#N)C(=O)OC(C)COC)C1 (centres undefined)
    6, -1, 4, 1695, 4, -13, 0.9, 93, -0.14, -3, 1.1

Ordered by heavy-atom count (low to high): some entries from above.
Values in the order – PPARg SRC2 recr, STAT1 inh, PPARg SRC1 recr, SRC2 TRFRET art, STAT3 inh, bIAP inhibitor, TNAP act hiacc, STAT3 act, ROMK mod, PPARg SRC3 recr, bIAP activator
38	Clc1ncc(CN2CCN(c3ccccc3)CC2)s1
    -3, 2, 1, 1570, 4, 8, 1, 106, 0.86, -2, 0.9
27	Cc1ccc(N2CCN(S(=O)(=O)N3CCCCCC3)CC2)cc1Cl
    -6, -3, 2, 1276, -7, 10, 1.1, 103, 0.88, 6, 0.9
12	COc1ccccc1CNC(=O)C(NS(=O)(=O)c1ccc2c(c1)oc(=O)n2C)C(C)C (centres undefined)
    -7, -2, -1, 1437, 6, 3, 1, 103, ·, 1, 1
35	CCCCCn1nc(C(=O)OCC(=O)c2c(N)n(C)c(=O)n(C)c2=O)c2ccccc2c1=O
    -4, 0, 2, 1403, 4, 0, 1, 98, 0.31, -1, 1
2	Cc1cccc(NC(=O)Cn2c(=O)n3nc(CCn4nc(C)cc4C)nc3c3ccccc32)c1
    2, -1, 6, 1661, 9, 2, 1, 97, 0.4, -5, 1

Compound activity from PubChem BioAssay.

An unsorted share of the library; 3.7% or so of the library scored in one or more.
